Assay outcomes deposited in PubChem BioAssay by several laboratories.
GPR55 antagonists – GPR55 antagonists blocking LPI-driven arrestin recruitment, primary screen, imaging, U2OS, beta-arrestin-GFP, LPI agonist (AID 2013); U2OS GPR55 beta-arrestin-GFP translocation imaging, LPI antagonism; higher % means a stronger effect; inhibition, % at 10 µM; hits with a dose series show IC50 in µM; 290,000 compounds, 0.13% hits;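 active = spots per cell inhibited over 60%, with over 100 cells counted and total cytoplasm intensity under 500,000; inconclusive = wells with under 100 cells, flagged as likely toxic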;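 note: U2OS cells stably carrying GPR55 and arrestin-GFP stimulated by 5 µM LPI near EC80; imaged beta-arrestin-GFP aggregate spots per cell after agonist stimulation; plate controls were LPI-stimulated DMSO wells for no effect and DMSO wells without LPI for full effect; some results filed as inactive read as strong as hits; confirmed hits need IC50 under 10 µM and bright autofluorescent wells are also inconclusive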
GPR55 activation – selective activators of receptor GPR55 – imaging, U2OS cells, beta-arrestin-GFP redistribution, primary screen (AID 1961); 290,000 compounds, 0.048% hits; U2OS GPR55 beta-arrestin-GFP redistribution imaging; higher % means a stronger effect; activation, % at 10 µM; hits with a dose series show EC50 in µM;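 active = activation above 40% with more than 50 cells counted in the well; inconclusive = wells holding fewer than 50 cells, flagged as toxic or sparse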;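 note: U2OS osteosarcoma cells stably expressing GPR55 and beta-arrestin-GFP; plate controls were DMSO negative control for no effect and LPI positive control for full effect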
GPR35 antagonists – GPR35 antagonists blocking zaprinast-driven arrestin recruitment, primary screen, imaging, U2OS, beta-arrestin-GFP, zaprinast agonist (AID 2058). U2OS GPR35 beta-arrestin-GFP translocation imaging, zaprinast antagonism; higher % means a stronger effect. inhibition, % at 10 µM, or IC50 in µM where a hit was titrated. 290,000 compounds, 0.052% hits;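 active = inhibition of at least 50% with at least 30 cells and total cytoplasm GFP at most 10,000,000; inconclusive = under 30 cells or total GFP of 10,000,000 plus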
KOR beta-arrestin-1 – KOR antagonists, beta-arrestin recruitment, cell-based, luminescence, uHTS (AID 1778). 290,000 compounds, 0.091% hits. KOR beta-arrestin recruitment, luminescence, antagonist mode; higher % means a stronger effect. inhibition, % at 10 µM; hits with a dose series show IC50 in µM; in the data active = inhibition above about 50%; note: strong numbers were not always called active
KOR beta-arrestin-2 – kappa opioid receptor activators – cell-based, luminescence, uHTS, primary screen (AID 1777); KOR beta-arrestin recruitment, luminescence; higher % means a stronger effect; activation, % at 10 µM, or EC50 in µM where a hit was titrated; 280,000 compounds, 0.02% hits; in the data active = activation above about 50%, passing the limit was not always enough; note: a part of the inactive calls stands beside numbers as strong as those of hits
West Nile virus CPE – West Nile virus antiviral activity, cell-based, CPE readout (AID 1621) | West Nile virus-infected cells, CPE inhibition; higher % means a stronger effect | CPE inhibition, % at 10 µM, or IC50 in µM where a hit was titrated | 290,000 compounds, 0.02% hits; in the data active = a potency from the dose series; inconclusive = CPE inhibition mostly from about 3.7% at the one dose, without a potency; inactive = the rest, 99 in 100 with CPE inhibition below about 2.2%; note: strong numbers were not always called active
T cell modulator – T cell immune modulators affecting CD8 T cell-vesicle binding. 2C CD8+ T cell-vesicle binding, flow cytometry; hits give low values. calls only at 7 µM. AID 2052. 330,000 compounds, 0.068% hits;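 active = response, share of CD8 T cells binding vesicles, and their 90th percentile fluorescence all below set limits, cut at about 80% in these data, passing the limit was not always enough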
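Test system: purified 2C TCR transgenic mouse naive CD8+ T cells. Probe or stimulus: QL9-peptide-loaded Drosophila micro-vesicles bearing Ld, ICAM-1 and B7-1. Incubation: binding step 1.5 h, 37 °C, antibody labelling 20 min, ice. Measured by: flow cytometry of vesicle-bound cells.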
NTR1 ag – agonists of NTR1, primary screen, imaging, U2OS cells, beta-arrestin-GFP, high content (AID 493036); activation, % at 20 µM; 330,000 compounds, 0.17% hits; P30989; NTR1-U2OS beta-arrestin-GFP spot imaging, agonist mode;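 active = activation at or above 40% of the spot to cytoplasm intensity ratio, with at least 20 cells analyzed; inconclusive = wells under 20 cells, flagged as cytotoxic or low count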;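 note: 0% = DMSO without peptide and 100% = 100 nM NTR1 peptide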
Target sequence (P30989 whole entry, looked up): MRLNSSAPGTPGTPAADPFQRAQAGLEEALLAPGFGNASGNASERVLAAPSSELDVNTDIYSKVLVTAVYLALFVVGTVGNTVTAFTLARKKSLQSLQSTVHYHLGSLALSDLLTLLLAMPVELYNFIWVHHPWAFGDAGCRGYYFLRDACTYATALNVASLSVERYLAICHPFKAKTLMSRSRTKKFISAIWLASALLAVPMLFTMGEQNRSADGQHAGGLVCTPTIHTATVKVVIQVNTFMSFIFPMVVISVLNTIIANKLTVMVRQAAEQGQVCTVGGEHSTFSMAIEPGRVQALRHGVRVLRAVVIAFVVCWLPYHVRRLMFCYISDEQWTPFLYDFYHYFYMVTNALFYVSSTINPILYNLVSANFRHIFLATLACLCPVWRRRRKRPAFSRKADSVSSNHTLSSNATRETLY
Salmonella PhoP GFP – inhibitors of PhoP regulon expression, primary screen, Salmonella Typhimurium, GFP reporter (AID 1863); S. Typhimurium PhoP-regulated promoter GFP reporter, 4 h; higher % means a stronger effect; one-dose inhibition, % at 50 µM; IC50 in µM for titrated hits; 300,000 compounds, 0.16% hits;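 active = inhibition over 29.93%, a cutoff 3 SD above the screen mean, later confirmed by dose response; inconclusive = inhibition over 29.93% but no dose response follow-up; inactive = inhibition at most 29.93% or unconfirmed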;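 note: 0% = low Mg2+ inducing control and 100% = high Mg2+ repressing control; strong numbers were not always called active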
T cell modulator vesicle-bound % – second read-out of T cell modulator, no call of its own (marks repeat the call); double positive events, %; measured here: CD8+ vesicle-bound cell fraction;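 binding gate set so that unloaded-vesicle control wells show 10% double positive cells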
NTR1 ag cell count 20 µM – second read-out of NTR1 ag, no call of its own (marks repeat the call); cell count; measured here: cell count, cytotoxicity flag
Active calls of the source: *; i = inactive; ? = inconclusive; · = no result given; [ ] = another dose, or the depositor's remark. Rows are unselected; overall some 0.62% were active at least once.

SMILES	GPR55 antagonists	GPR55 activation	GPR35 antagonists	KOR beta-arrestin-1	KOR beta-arrestin-2	West Nile virus CPE	T cell modulator	T cell modulator vesicle-bound %	NTR1 ag	NTR1 ag cell count 20 µM	Salmonella PhoP GFP
Cc1nnc2n1N=CC=C(c1ccccc1)S2	20%	-0.1%	-4%	-23%	-6.0%	?	i	36	-1.3	104	-5%
CC(=O)Nc1ccc(C(=O)CN2CCN(c3ccccc3)CC2)cc1	6%	-0.2%	-10%	-8%	0.0%	0.5%	i	24	0.4	47	7%
CCCNC(=S)NNC(=O)c1cc(C2CC2)nc2ccccc12	-6%	-0.1%	0%	-15%	8.8%	0.4%	i	16	1.3	72	-5%
NC(=O)CSc1nnc(Cc2cccs2)n1C1CCCCC1	10%	0.5%	5%	-23%	-6.8%	0.8%	i	58	0.5	59	1%
CCN(CC)S(=O)(=O)c1cccc(C(=O)OCC(=O)c2ccc3c(c2)OCCO3)c1	-8%	-0.8%	8%	-22%	13%	-0.2%	i	51	0.7	56	3%
COc1ccccc1C(=O)NNC(=O)c1nn(Cc2ccccc2)c(=O)c2ccccc12	7%	0.2%	4%	58%	-8.1%	-1.0%	i	64	3.0	66	-3%
Cc1ccc(NC(=S)NCc2ccc3c(c2)cc(C)n3C)c(C)c1	2%	0.0%	0%	-4%	-0.1%	-1.0%	i	27	-1.2	35	0%
C=CCN1N=C(c2ccc(NC(=O)c3ccccc3)cc2)CSC1=O	-12%	-0.2%	5%	-39%	4.5%	0.1%	i	12	-0.4	45	-6%
CCOc1cc(CN2CCCC(CNC(=O)c3ccc(F)cc3)C2)ccc1OC (stereo unspecified)	-17%	0.0%	3%	·	-1.6%	0.0%	i	37	0.2	47	-7%
CCOC(=O)C1CCN(C(=S)Nc2cc(OC)c(OC)cc2C(=O)OC)CC1	5%	0.1%	11%	14%	7.5%	0.8%	i	36	0.9	53	-3%
O=C(c1ccco1)n1nc(NCc2ccccc2)nc1NCc1ccccc1	9%	-0.2%	-8%	44%	0.8%	0.7%	i	47	2.7	69	-3%
O=C(COc1ccc([N+](=O)[O-])cc1)Nc1ccc(NC(=O)c2ccccc2)cc1	-10%	0.4%	4%	21%	2.5%	-0.2%	i	70	0.1	65	-6%
CNC(=S)NNC(=O)c1ccc(C(C)(C)C)cc1	7%	-0.2%	21%	-19%	3.6%	0.0%	i	32	-0.5	44	-8%
Cc1occc1C(=O)N/N=C/c1cccs1	-1%	0.0%	7%	2%	-0.9%	0.0%	i	17	-0.2	47	-22%
COc1cc(C(=O)NCCC(=O)NC(C)C)cc(OC)c1OC	13%	0.2%	8%	-48%	2.1%	0.0%	i	38	-0.5	63	-3%
CCOc1ccc2[nH]c(=O)c(CN(Cc3ccc(F)cc3)C(=O)N3CCCC3)cc2c1	0%	0.0%	9%	-19%	3.6%	-0.1%	i	36	3.1	70	-3%
COc1ccc(C2c3[nH]c4ccccc4c3C[C@H]3C(=O)N(c4ccccc4C(=O)NCCN4CCOCC4)C(=O)N23)cc1 (stereo partly specified)	11%	-0.2%	0%	-20%[20 µM]	0.3%	0.6%	i	56	-1.2	93	-1%
O=C(CCCCCn1c(=S)[nH]c2ccc(N3CCOCC3)cc2c1=O)NCc1ccccc1Cl	6%	-0.6%	-5%	-475%	64%	-0.7%	i	36	9.0	57	0%
Cc1cccnc1NC(=O)c1cc2c(=O)oc3ccccc3c2s1	-12%	0.0%	9%	5%	3.5%	-1.1%	i	47	1.2	43	-11%
Cc1ccc(CNC(=O)C2CC2c2ccccc2)cc1 (stereo unspecified)	4%	-0.2%	3%	-14%	-2.5%	0.6%	i	43	0.9	31	2%
O=C(CSc1nc2ccsc2c(=O)n1CC1CCC(C(=O)O)CC1)c1ccc(F)cc1 (stereo unspecified)	7%	0.3%	-21%	18%	-3.6%	-0.6%	i	12	2.1	35	14%
Cc1ccccc1C(=O)Nc1sc2c(c1C(=O)O)CCC2	1%	0.2%	-7%	-23%[20 µM]	-11%	0.6%	i	20	3.1	49	1%
Brc1ccc2c(c1)C(c1ccc(N3CCOCC3)cc1)=NNC(c1cccs1)=N2	-2%	0.1%	3%	-5%	-3.1%	0.6%	i	25	7.5	81	-2%
Cc1ccc(C(=O)NCC2CCCO2)cc1S(=O)(=O)N1CCCCC1 (stereo unspecified)	5%	0.0%	-4%	8%	-3.6%	-0.4%	i	16	1.2	48	0%
COc1cccc(CCc2nnc(CCC(=O)NCCC3CCCCO3)o2)c1 (stereo unspecified)	3%	0.1%	-1%	-41%	-0.7%	0.6%	i	15	-0.2	56	-9%

(cont.)
SMILES	GPR55 antagonists	GPR55 activation	GPR35 antagonists	KOR beta-arrestin-1	KOR beta-arrestin-2	West Nile virus CPE	T cell modulator	T cell modulator vesicle-bound %	NTR1 ag	NTR1 ag cell count 20 µM	Salmonella PhoP GFP
O=C(Nc1cccc(Cl)c1Cl)C1CCN(C(=O)c2cccs2)CC1	12%	-0.4%	-1%	-13%	-0.8%	-1.0%	i	29	0.9	31	0%
Cn1c(-c2ccc(Cl)cc2)ccc(C#N)c1=O	-14%	0.2%	3%	-44%	-2.4%	1.0%	i	32	-2.4	83	-17%
COc1ccc(O)c(C(=O)c2cc(C#N)c(=O)n(CC3CCCO3)c2)c1 (stereo unspecified)	4%	-0.1%	0%	-20%	2.2%	-0.2%	i	23	0.1	59	0%
O=C1CC(c2ccc3c(c2)OCO3)c2cc3c(cc2N1)OCO3 (stereo unspecified)	2%	-0.2%	2%	10%	2.0%	-0.1%	i	40	-0.4	73	4%
Cc1ccnn1CCSCC(=O)O	-1%	0.0%	-1%	4%	-6.9%	-0.2%	i	16	1.2	45	10%
COc1cc(C)c(C)cc1S(=O)(=O)n1c(C)nc2ccccc21	11%	0.5%	7%	-28%[20 µM]	3.0%	-2.0%	i	42	0.0	67	-3%
O=C(Nc1ccc(S(=O)(=O)Nc2ncccn2)cc1)c1cncc(Br)c1	12%	-0.4%	12%	6%	-6.4%	0.0%	i	58	0.5	50	-9%
COc1ccc(-c2csc(N(C)C(=O)c3ccco3)n2)cc1	2%	-0.3%	-4%	-11%[20 µM]	-0.2%	-0.2%	i	64	1.7	58	0%
C/C(=N\Nc1ccc(C#N)cc1[N+](=O)[O-])c1ccc(C)o1	6%	-0.1%	1%	15%	-2.9%	1.1%	i	42	0.2	49	-5%
Cc1ccc2[nH]c(=O)c(Cc3ccccc3)c(O)c2c1	-9%	0.2%	-6%	8%	-3.1%	-0.1%	i	35	-0.8	31	-4%
CCc1nc(Cl)c(C#N)c2c1CCCC2	-11%	-0.1%	-1%	-1%	3.6%	-0.5%	i	62	0.8	99	11%
N#CC1(N2CCN(C(=O)c3ccccc3)CC2)CCCCC1	6%	-0.1%	4%	-4%	2.4%	0.0%	i	36	0.5	61	5%
O=C(c1ccc(Cl)c([N+](=O)[O-])c1)N(Cc1ccc(Cl)cc1)C1CCS(=O)(=O)C1 (stereo unspecified)	-5%	-0.3%	37%	14%	3.0%	-1.0%	i	30	·	·	-8%
O=C(CNS(=O)(=O)c1ccc(Br)s1)N1CCN(c2ccc(F)cc2)CC1	2%	-0.3%	-6%	25%	-3.6%	0.2%	i	37	-1.1	64	3%
O=C1CC(c2ccc(OCCCCCOc3ccc(C4CC(=O)NC4=O)cc3)cc2)C(=O)N1 (stereo unspecified)	8%	0.2%	6%	-25%	-0.2%	0.0%	i	27	7.4	39	-8%
O=[N+]([O-])c1ccc(Cl)c(/C=N/N2CCN(Cc3ccccc3Cl)CC2)c1	16%	0.2%	4%	-22%	15%	0.4%	i	18	1.5	46	-3%
CNS(=O)(=O)c1ccc(Oc2ccc(S(=O)(=O)NC)cc2)cc1	19%	0.0%	13%	16%	6.6%	-0.1%	i	48	0.2	47	0%
COc1ccccc1/C=C/C(=O)NCC(=O)N/N=C/c1ccc2c(c1)OCO2	14%	-0.3%	24%	-13%	-5.0%	-0.4%	i	56	-2.2	68	-2%
Cc1cc(C)c(NC(=O)CSc2nncn2-c2cccnc2)c(C)c1	4%	0.2%	-12%	2%	-3.3%	-0.1%	i	61	0.8	55	-3%
COc1cc(CNc2nc3ccccc3n2C)cc(OC)c1OC	8%	0.8%	4%	-2%	-2.9%	-1.0%	i	34	0.1	54	-2%
COCCCNC(NC(=O)c1ccc(Cl)cc1)C(Cl)(Cl)Cl (stereo unspecified)	0%	1.2%	9%	-7%	3.6%	-0.5%	i	23	-0.6	51	3%
CCC(=O)Nc1nnc(SCc2ccc(F)cc2)s1	10%	-0.3%	6%	86%	-6.3%	0.1%	i	48	1.7	49	0%
COc1ccc(NC(=O)Nc2ccc(N(C)C)cc2)cc1	4%	-0.1%	-4%	4%	4.6%	0.2%	i	61	2.1	80	12%
Cc1ccc(-n2c(CNc3ccc(F)cc3)nnc2SCC(=O)NCc2ccco2)cc1	6%	-0.1%	7%	1%	-2.8%	?	i	4	-0.8	60	0%
NCC[C@H](O)C(=O)N[C@@H]1C[C@H](N)[C@@H](O[C@H]2O[C@H](CN)[C@@H](O)[C@H](O)[C@H]2O)[C@H](O)[C@H]1O[C@H]1O[C@H](CO)[C@@H](O)[C@H](N)[C@H]1O	6%	-0.2%	-1%	0%	2.1%	·	·	·	·	·	0%
CO[C@H]1O[C@@H]2O[C@@]3(C)CC[C@H]4[C@H](C)CC[C@@H]([C@H]1C)[C@@]24OO3	·	·	·	·	·	-0.6%	i	29	1.4	69	-3%
c1ccc(CCCN2CCOCC2)cc1	4%	0.1%	-7%	-14%[20 µM]	-1.3%	0.5%	i	55	-0.1	62	4%
CCCCCC(=O)N/N=C/c1cccs1	-16%	0.3%	-15%	-12%	9.6%	0.5%	i	3	-0.2	60	8%
O=C(Nc1ccc(Cl)c(Cl)c1)c1ccc(Cl)c(Cl)c1	7%	0.0%	13%	-36%	11%	-0.2%	i	21	9.3	84	-1%
C/C(=N\NC(=O)CCc1ccccc1)c1ccc(Br)cc1	-12%	0.6%	0%	0%	0.8%	-0.6%	i	67	11	45	-2%
